Screening results: PubChem BioAssay, several laboratories
Spn PMK inh: blocks S. pneumoniae phosphomevalonate kinase | purified PMK, PK/LDH-coupled NADH absorbance 340 nm | inhibition, % at 10 µM | 65,000 tested, 0.49% active | AID 539;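 active = top-ranked compounds by inhibition in the single 10 µM screen, taking a fixed number of the strongest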;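 note: 0% = full reaction with DMSO carrier and 100% = background rate without enzyme reaction; no value below 0 was filed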
HPDE-C7K KRASV12: viability loss of HPDE-C7K cells – cell-based, fluorescence, HTS, primary screen (AID 431). cytotoxicity, % at 10 µM; hits with a dose series show EC50 in µM. 63,000 tested, 1.7% active. HPDE-C7K KRASV12 cells, Alamar Blue viability, 48 h; higher % means a stronger effect;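 active = compounds whose percent cytotoxicity in the single-dose primary screen, scaled between solvent and toxic-drug controls, exceeds 50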;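 note: 0% = DMSO solvent wells and 100% = doxorubicin-treated wells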
LYP phosphatase: inhibition of human PTPN22 tyrosine phosphatase – biochemical, DiFMUP fluorescence, recombinant catalytic domain, 10 µM, primary screen (AID 606). recombinant LYP catalytic domain, DiFMUP fluorescence; higher % means a stronger effect. inhibition, % at 10 µM; hits with a dose series show IC50 in µM. 52,000 tested, under 10 active;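 active = IC50 under 40 µM in the dose-response test; inactive = IC50 of 40 µM or more, or never dose-tested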
Spn DPM-DC inh: inhibitors of Streptococcus pneumoniae diphosphomevalonate decarboxylase | AID 556 | calls only at 10 µM | 65,000 tested, 0.49% active | purified DPM-DC, PK/LDH coupled NADH fluorescence;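 active = the 320 compounds with the highest percent inhibition in the single-dose primary screen, excluding strongly autofluorescent ones, cut at about 32% in these data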;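 note: kinetic rate of NADH fluorescence loss reporting ADP formed by the decarboxylase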
MK inhibit: blocks S. pneumoniae mevalonate kinase | purified MK, PK/LDH-coupled NADH absorbance 340 nm | inhibition, % at 10 µM | 65,000 tested, 0.48% active | AID 555;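 active = ranked among the strongest by inhibition in the single 10 µM screen, a fixed top-ranked set picked for dose follow-up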; note: no value below 0 was filed
Bfl-1 inhibitors: Bfl-1 inhibitors, primary screen, biochemical, fluorescence polarization, FITC-Bid, mouse (AID 432); FITC-Bid BH3 peptide fluorescence polarization displacement; higher % means a stronger effect; displacement, % at 20 µM, or IC50 in µM where a hit was titrated; 64,000 tested, 0.02% active; in the data active = a potency from the dose series; inactive = the rest, 99 in 100 with displacement below about 15%; note: strong numbers were not always called active
TNAP inhibition: human TNAP enzyme inhibitors, biochemical, luminescent (AID 518). inhibition, % at 20 µM, or IC50 in µM where a hit was titrated. 64,000 tested, 0.09% active. purified TNAP enzyme, luminescent substrate readout; higher % means a stronger effect; in the data active = a potency from the dose series; inactive = the rest, 99 in 100 with inhibition below about 22%;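 note: plate controls were vehicle for no effect and reference inhibitor for full effect; many of its hits are not listed in these tables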
HPDE-C7 viability: cytotoxicity in HPDE-C7 cells, cell-based, fluorescence, HTS (AID 430); HPDE-C7 pancreatic duct cells viability, fluorescence; higher % means a stronger effect; one-dose cytotoxicity, % at 10 µM; EC50 in µM for titrated hits; 63,000 tested, 1.8% active;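 note: cells exposed to compound for 48 hours before viability readout; 0% = vehicle and 100% = reference cytotoxic drug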
HT1080 cytotoxicity: HT1080 cell viability loss – fluorescence readout (AID 620) | cytotoxicity, % at 10 µM, or EC50 in µM where a hit was titrated | HT1080 viability, fluorescence; higher % means a stronger effect | 87,000 tested, 0.42% active;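 note: cells exposed to compound overnight then 4 h with Alamar Blue; 0% = vehicle DMSO and 100% = killing control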
Spn PMK inh pilot replicates: further read-out of Spn PMK inh, marked with its call; inhibition, %; measured here: pilot screen replicates
MK inhibit pilot replicates: also measured in MK inhibit; calls as there; inhibition, %; measured here: pilot screen replicates
Spn DPM-DC inh pilot screen %: further read-out of Spn DPM-DC inh, marked with its call; inhibition, %; measured here: pilot screen trials
Numbers without * were called inactive; i = inactive; / = no result given. Cut-off read from the data, not from the text of the source, unless noted: active = cytotoxicity above about 50%; inactive = the rest.

SMILES | Spn PMK inh | HPDE-C7K KRASV12 | LYP phosphatase | Spn DPM-DC inh | MK inhibit | Bfl-1 inhibitors | TNAP inhibition | HPDE-C7 viability | HT1080 cytotoxicity | others
CCCc1cc(=O)[nH]c(SCc2ccccc2)n1 | 6.0 | 5.5% | 1.9% | i | 2.0 | 6.1% | 9.5% | -13.7% | 3.1% | Spn PMK inh pilot replicates=3.0;MK inhibit pilot replicates=1.5;Spn DPM-DC inh pilot screen %=0.0
COc1ccc(Cc2n[nH]c(=O)c3ccccc23)cc1OC | 7.0 | 4.1% | / | i | 8.0 | -3.6% | 2.0% | 9.3% | -5.0%
O=C(Nc1ccc(CN2CCOCC2)cc1)c1ccc(-c2ccc(Br)cc2)o1 | 2.0 | 9.91µM* | 8.6% | i | 12.0 | -5.6% | 5.9% | 13.9µM* | 3.8%
CCOC(=O)c1c(C)oc2c1cc(O)c1ccccc12 | 15.0 | 14.0% | 12.1% | i | 9.0 | -8.2% | 2.7% | 15.4% | 0.5%
O=C(OCCCc1ccncc1)c1ccc(S(=O)(=O)N2CCOCC2)cc1 | 17.0 | -10.8% | 5.8% | i | 0.0 | 5.1% | 7.9% | -6.2% | -2.6%
Cn1c(=O)c2c(nc(CN3CCCCC3)n2CCc2ccccc2)n(C)c1=O | 6.0 | 6.9% | 14.5% | i | 12.0 | 6.5% | 9.0% | -13.0% | -0.7% | Spn PMK inh pilot replicates=0.0;MK inhibit pilot replicates=0.0;Spn DPM-DC inh pilot screen %=0.0
CCOc1ccc(C2C(C(=O)O)c3ccccc3C(=O)N2CCN2CCOCC2)cc1 (stereo not given) | 0.0 | -17.5% | -3.6% | i | 5.0 | -18.0% | -0.3% | -9.6% | 4.2%
CC(=O)NC(Cc1ccc(F)cc1)C(=O)NC1CCN(c2nnnn2-c2ccccc2)CC1 (stereo not given) | 0.0 | 1.2% | 23.0% | i | 10.0 | 2.2% | 10.9% | 2.7% | 0.5%
CCN(CC)c1ccc(NC(=O)c2cncc(Br)c2)cc1 | 2.0 | 7.6% | / | i | 0.0 | -0.3% | 10.5% | -0.2% | 0.5% | Spn PMK inh pilot replicates=0.0;MK inhibit pilot replicates=0.0;Spn DPM-DC inh pilot screen %=0.0
CC(NS(C)(=O)=O)C(c1cccs1)N1CCN(C)CC1 (stereo not given) | 10.0 | 3.9% | -1.3% | i | 0.0 | -1.9% | 9.0% | -8.7% | 4.6%
O=c1c2ccccc2nc(SCc2nnc(-c3ccccc3Br)o2)n1-c1ccccc1 | 4.0 | 10.5% | 1.2% | i | 5.0 | 4.1% | 12.5% | 11.2% | 1.5% | Spn PMK inh pilot replicates=0.0;MK inhibit pilot replicates=0.0;Spn DPM-DC inh pilot screen %=1.5
CCOC(=O)C1CCCN(Cc2ccccc2C)C1 (stereo not given) | 0.0 | -24.3% | -4.3% | i | 42.0* | -0.1% | 6.4% | -24.3% | -5.8%
CCOC(=O)c1sc(-c2ccc(OC)cc2)cc1N | 0.0 | 12.0% | 6.3% | i | 7.0 | -1.0% | 19.6% | 16.5% | -10.5%
CC1(C)C2CC=C(/C=N/n3cnnc3)C1C2 (stereo not given) | 0.0 | -3.6% | / | i | 7.0 | -1.7% | 5.4% | -4.1% | -0.4%
CN(C)CCN1C(=O)C(=O)/C(=C(/O)c2ccccc2)C1c1ccccc1F (stereo not given) | 0.0 | 18.6% | -6.4% | i | 6.0 | -1.1% | 6.0% | 4.6% | -5.1%
C=CCOC(=O)C1C(=O)CC(C)(O)C(C(=O)OCC=C)C1c1ccc(OCC)cc1 (stereo not given) | 9.0 | -0.1% | 4.1% | i | 4.0 | -0.5% | 9.2% | 0.7% | -3.9%
Cc1oc2c(c1C(=O)NCc1cc(C(=O)O)co1)CCCC2 | 0.0 | 1.2% | 2.1% | i | 7.0 | 0.9% | 3.6% | 9.1% | 3.7%
COCCCNC(=O)C1CC(=O)N(Cc2ccc(OC)cc2)C1 (stereo not given) | 9.0 | 0.7% | 18.6% | i | 1.0 | 3.6% | 2.6% | -6.0% | 8.2%
Cc1cnc(C(=O)OCC(=O)NC2CCCCC2)cn1 | 11.0 | -2.1% | / | i | 3.0 | -2.1% | 3.9% | -4.7% | 0.0%
CCN(C(=O)C1CCCCC1)c1nnc(-c2cccnc2)s1 | 9.0 | -11.6% | / | i | 0.0 | -2.6% | 11.0% | -7.2% | 0.2%
CCOc1ccc(C(=O)Nc2c(C(N)=O)oc3ccccc23)cc1 | 15.0 | / | 26.4% | i | 9.0 | / | / | / | 8.9%
CC1CCCC(C(=O)OCc2ccccc2)N1 (stereo not given) | 10.0 | -3.0% | -5.8% | i | 7.0 | 2.6% | 4.7% | -10.2% | 1.0% | Spn PMK inh pilot replicates=4.0;MK inhibit pilot replicates=0.0;Spn DPM-DC inh pilot screen %=1.5
CC(=NCc1ccccc1)C1=C(O)COC1=O | 5.0 | -6.0% | / | i | 4.0 | -2.9% | 4.2% | 2.9% | 35.4%
Cn1c(=O)c2c(SCC(=O)N3CCCc4ccccc43)nc(C3CC3)nc2n(C)c1=O | 0.0 | 6.4% | 8.2% | i | 6.0 | 0.9% | 15.3% | 0.2% | 6.3%
COc1ccc(-c2cc(C(=O)NCCc3ccccc3)no2)cc1OC | 11.0 | -3.5% | 13.5% | i | 2.0 | -1.5% | 16.2% | -5.9% | 3.1% | Spn PMK inh pilot replicates=2.5;MK inhibit pilot replicates=0.0;Spn DPM-DC inh pilot screen %=0.0
Carrying on.
SMILES | Spn PMK inh | HPDE-C7K KRASV12 | LYP phosphatase | Spn DPM-DC inh | MK inhibit | Bfl-1 inhibitors | TNAP inhibition | HPDE-C7 viability | HT1080 cytotoxicity | others
CCNc1nc(C)c2cc(Br)c(=O)n(CC)c2n1 | 5.0 | 21.9% | -3.7% | / | 7.0 | -4.1% | 6.0% | 21.0% | 7.6%
N#Cc1nc(COc2ccc(Br)cc2)oc1N1CCCC1 | 3.0 | -3.9% | -5.6% | i | 3.0 | -4.5% | 22.2% | -3.4% | 3.9% | Spn PMK inh pilot replicates=1.5;MK inhibit pilot replicates=0.0;Spn DPM-DC inh pilot screen %=4.0
Cc1sc2nc(SCC(=O)Nc3c(C)n(C)n(-c4ccccc4)c3=O)n(C)c(=O)c2c1C | 4.0 | -14.5% | / | i | 3.0 | 6.5% | 19.3% | -24.6% | 5.7% | Spn PMK inh pilot replicates=0.5;MK inhibit pilot replicates=1.0;Spn DPM-DC inh pilot screen %=0.0
CCN(CC)S(=O)(=O)c1ccc(NC(=O)Cn2c(=O)oc3ccccc32)cc1 | 0.0 | 1.6% | / | i | 5.0 | -2.8% | 7.5% | -17.1% | 3.7%
NC(=O)C1CCN(C(=O)CN2CCc3ccccc32)CC1 | 0.0 | -0.4% | 11.1% | i | 5.0 | -0.3% | 9.9% | 7.7% | -2.7%
C=CCOc1ccc2c(c1)c(S(=O)(=O)c1ccc(C)cc1)cn2COC | 9.0 | 18.2% | / | i | 6.0 | 9.6% | 6.2% | 10.6% | 0.8%
CC1C=CCC2C(=O)N(c3cccc(C(=O)N4CCN(c5ccc(F)cc5)CC4)c3)C(=O)C12 (stereo not given) | 13.0 | 1.2% | / | i | 0.0 | -7.2% | -6.3% | -4.2% | -6.5%
O=C1CC(N2CCOCC2)C(=O)N1c1cccc(Cl)c1 (stereo not given) | 0.0 | 3.2% | 6.0% | i | 6.0 | -9.4% | 5.1% | 1.8% | /
CN1CCc2ccccc2C1C1CCNCC1 (stereo not given) | 0.0 | 1.4% | 18.8% | i | 6.0 | -7.5% | 9.5% | -9.6% | -1.6%
CCCCC(C(=O)O)C(C)CC(=O)Nc1ccn(-c2ccccc2)n1 (stereo not given) | 0.0 | / | -10.0% | i | 8.0 | 6.1% | 7.4% | / | -20.6%
N#C/C(=C\Nc1ccc2c(c1)OCCO2)c1nc2ccccc2[nH]1 | 0.0 | 11.0% | 8.4% | i | 7.0 | -8.2% | 7.1% | 0.2% | 5.4%
COc1cccc(C2C(C(=O)OC(C)C)=C(C)Nc3ncnn32)c1 (stereo not given) | 17.0 | -13.4% | / | i | 3.0 | -7.4% | 4.5% | -4.0% | 6.7%
Cc1cc(=O)oc2c(N)c(O)ccc12 | 0.0 | -2.8% | 3.1% | i | 1.0 | 14.0% | 11.6% | 3.2% | 5.2%
COc1ccc(S(=O)(=O)N2CCCC2C(=O)Nc2nccs2)cc1 (stereo not given) | 4.0 | 9.2% | -0.6% | i | 0.0 | 2.2% | 13.2% | 14.9% | 10.1%
Cc1nn(-c2ccccc2)c2sc(C(=O)NCCN3CCOCC3)cc12 | 10.0 | 16.7% | 13.2% | i | 7.0 | 0.9% | -3.2% | 15.6% | 4.6%
Cc1ccc2nc(NC(=O)CN(C)S(=O)(=O)c3ccc(Br)s3)sc2c1 | 11.0 | 24.6% | 6.5% | i | 3.0 | -0.6% | 10.1% | 18.2% | /
CCCS(=O)(=O)N1CCN(CC2CC3C=CC2C3)CC1 (stereo not given) | 4.0 | 9.3% | -8.0% | i | 36.0 | 0.3% | 1.9% | 10.6% | 5.7%
O=C(Nc1ccc(N2CCCC2)c(Cl)c1)c1ccco1 | 0.0 | -7.0% | 14.1% | i | 6.0 | -3.2% | 5.9% | -3.3% | /
CNC(=O)CN(c1ccc(C(C)C)cc1)S(C)(=O)=O | 16.0 | 8.6% | 11.4% | i | 5.0 | -7.1% | 6.0% | 4.5% | -6.2% | Spn PMK inh pilot replicates=0.0;MK inhibit pilot replicates=1.5;Spn DPM-DC inh pilot screen %=0.0
CCn1c(=O)c(C)nn2c3ccccc3nc12 | 7.0 | -12.0% | 8.9% | i | 10.0 | -5.1% | 5.9% | -10.3% | 2.8%
COc1ccc(N(C(=O)Cn2nnc3ccccc32)C(C(=O)NCc2ccco2)c2cccnc2)cc1 (stereo not given) | 7.0 | -6.2% | 12.6% | i | 13.0 | -2.1% | 11.1% | -17.1% | -8.9%
CCC(C)(C)n1nnnc1C(c1cccc(C#N)c1)N1CCN(c2cc(C)ccc2C)CC1 (stereo not given) | 10.0 | 3.9% | / | i | 0.0 | -1.4% | 16.5% | 4.6% | -2.2%
CCOC(=O)C1CCCN(c2c(N3CCN(C4CCCCC4)CC3)c(=O)c2=O)C1 (stereo not given) | 0.0 | 1.1% | 0.3% | i | 7.0 | -2.5% | 1.3% | -2.4% | 13.6%
CC(C)COC(=O)c1cc(=O)[nH]c2ccccc12 | 0.0 | -12.3% | 7.0% | i | 0.0 | 1.2% | -2.8% | -3.4% | -1.2%
CC(=O)Nc1ccc(S(=O)(=O)N2CCSC2C(=O)O)cc1 (stereo not given) | 2.0 | -6.9% | / | i | 4.0 | 0.0% | 5.1% | -5.0% | /
O=C(COc1ccc(-c2nnco2)cc1)N1CCN(S(=O)(=O)c2ccc3ccccc3c2)CC1 | 12.0 | -12.8% | -2.2% | i | 4.0 | -4.0% | 6.7% | -10.1% | 8.3%
COc1ccc(CCN2CNc3c(c(=O)n(C)c(=O)n3C)C2)cc1OC | 2.0 | 19.8% | 1.8% | i | 0.0 | -9.7% | 5.2% | 9.6% | 24.1%
